# Source: PubChem (PCMD)
# eIF2B yeast act = eIF2B (yeast) activity modulation; S. cerevisiae eIF2B-epsilon R284H, GCN4-lacZ luminescence; inhibition, % at 25 µM (by protocol); 27,000 tested, 0.91% active; AID 688;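 active means mutant luminescence inhibited past about 50% while wild type luminescence and mutant growth stay under set limits, limit read from the data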; further: some compounds called inactive have numbers as strong as hits
#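 Assay system: yeast eIF2B-epsilon R284H mutant carrying GCN4–beta-galactosidase fusion / Buffer or medium: YPD / Incubation: 16 h growth with compound at 30 °C, 90 min Beta-Glo step / Detection: Beta-Glo luminescence after Z-buffer lysis, growth by 595 nm absorbance / Read-out: % inhibition of reporter signal and growth versus controls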
# Yeast tox = Compounds toxic to wild-type S. cerevisiae growth; A595 turbidity, 16 h; 30,000 tested, 0.3% active; growth inhibition, % at 25 µM (by protocol); AID 685;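 active means mutant and wild-type yeast strains alike exhibit over 30% growth inhibition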;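 further: 0% = untreated cell controls and 100% = YPD media blanks without cells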
#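 Incubation: 16 h growth with compound, 30 °C; Material: S. cerevisiae wild-type or eIF2Bepsilon-R284H mutant strain; Signal: turbidity measured as absorbance at 595 nm; Medium: YPD yeast growth medium; Measure: growth inhibition (%) versus cell controls and blanks; Doses: 25 µM single dose.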
# Yeast tox inhibition % = second read-out of Yeast tox, no call of its own (marks repeat the call); growth inhibition, %; S. cerevisiae eIF2Bepsilon-R284H mutant growth, A595 turbidity, 16 h;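 each compound tested once at 25 µM; 0% equals untreated cells and 100% equals cell-free medium blanks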
# eIF2B yeast act mutant toxicity = recorded beside eIF2B yeast act, whose call it bears; growth inhibition, %; measured here: mutant yeast growth, toxicity;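 each compound tested once at 25 µM; zero equals untreated control growth and 100 equals blank medium absorbance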
# Starred values were filed as active, the others as inactive; · = no result given. An excerpt. The share of hits here may be higher or lower than overall.
# Start of the data: the first 5 compounds as a preview:
SMILES,eIF2B yeast act,eIF2B yeast act mutant toxicity,Yeast tox,Yeast tox inhibition %
COc1ccc(C(=O)N2CCN(c3cccc(Cl)c3)CC2)cc1,32,-4,-9,-4
O=C(CN1CCN(c2ccc(F)cc2)CC1)N1CCC(Cc2ccccc2)CC1,23,-14,5,-14
CCN(CC)CCCNC(=O)C1CCN(C(=O)c2cc3sccc3n2Cc2ccc(F)cc2)CC1,19,-18,-8,-18
Nc1n[nH]c(-c2ccccc2)n1,-11,-5,9,-5
Cn1c(=O)[nH]c(=O)c2c1nc(Sc1nc3ccccc3s1)n2Cc1ccccc1,23,5,8,5

# The list itself, from the first entry:
SMILES,eIF2B yeast act,eIF2B yeast act mutant toxicity,Yeast tox,Yeast tox inhibition %
COc1ccc(C(=O)N2CCN(c3cccc(Cl)c3)CC2)cc1,32,-4,-9,-4
O=C(CN1CCN(c2ccc(F)cc2)CC1)N1CCC(Cc2ccccc2)CC1,23,-14,5,-14
CCN(CC)CCCNC(=O)C1CCN(C(=O)c2cc3sccc3n2Cc2ccc(F)cc2)CC1,19,-18,-8,-18
Nc1n[nH]c(-c2ccccc2)n1,-11,-5,9,-5
Cn1c(=O)[nH]c(=O)c2c1nc(Sc1nc3ccccc3s1)n2Cc1ccccc1,23,5,8,5
CCCCOc1ccc(C2CC(=O)N(C)C2=O)cc1 (centres undefined),46,-10,-15,-10
Cc1ccc2c(CN3CCN(Cc4ccc5c(c4)OCO5)CC3)cc(=O)oc2c1C,15,18,4,18
CCCn1c(SCC(=O)c2cc(OC)ccc2OC)nnc1-c1ccco1,13,-24,-2,-24
COC(=O)C(C)NS(=O)(=O)c1ccc(NC(C)=O)cc1 (centres undefined),8,·,-3,0
O=C(CN1CCOCCOCCN(CC(=O)Nc2ccccc2)CCOCC1)Nc1ccccc1,-6,-9,14,-9
O=C(NCCc1ccccc1)C1CCN(c2nc3ccccc3o2)CC1,-33,-8,4,-8
Cc1[nH][nH]c(=O)c1C(c1ccc(-c2ccc(Cl)cc2)o1)c1c(C)[nH][nH]c1=O,·,·,76*,63*
C/C(N)=C(/C#N)C(=O)CSc1nnc(-c2ccc(OC(F)F)cc2)o1,27,4,7,4
CCN(C(=O)c1cn(CC)c(=O)c2cc(OC)c(OC)cc12)c1ccccc1C,25,·,9,0
O=C(Nc1nccs1)c1cccc(NC(=O)C2CC2)c1,-21,24,23,24
COc1cc(C2N3CC4(C)CN2CC(C)(C3)C4)ccc1O (centres undefined),-33,8,-3,8
COc1ccc(OCC(O)CN2CCCCCC2)cc1 (centres undefined),13,-14,-34,-14
CC(=O)Nc1nc(-c2cccs2)cs1,-15,10,-11,10
O=C(CSc1nc2c(sc3ccccc32)c(=O)n1CCCN1CCCC1)NCC1CCCO1 (centres undefined),3,16,4,16
Cc1ccccc1OCc1nc(-c2ccccc2)no1,30,8,-5,8
CCOC(=O)N1CCN(S(=O)(=O)c2ccc(C(=O)Nc3ccc(F)cc3F)cc2)CC1,-10,7,-12,7
Cn1c(Cl)cnc1C(O)c1ccccc1 (centres undefined),27,7,-16,7
N#Cc1ccc(-c2ccco2)nc1SCc1ccccc1,19,·,-12,0
Cc1nc(NC2=NCN(Cc3cccnc3)CN2)nc2ccccc12,-13,23,12,23
O=S(=O)(NCc1ccco1)c1ccc(S(=O)(=O)N2CCCCC2)cc1,17,-3,18,-3
COc1ccccc1C(=O)NC(C)C(c1cccs1)N1CCOCC1 (centres undefined),2,-4,-7,-4
CC12CCC(C(=O)N(Cc3ccccc3)Cc3ccccc3)(OC1=O)C2(C)C (centres undefined),27,25,-14,25
COc1cccc(NC(=O)COC(=O)c2c(-c3ccccc3)noc2C)c1,·,·,19,22
Cc1ccc(-n2ncc(C#N)c2/N=C/N2CCOCC2)cc1,5,9,12,9
COCCNC(=O)C(c1ccc(F)cc1)N(Cc1ccco1)C(=O)CCC(=O)Nc1nccs1 (centres undefined),30,-4,-11,-4
O=C(COc1cccc(-n2cnnn2)c1)N1CCOCC1,21,-17,-12,-17
O=C(NCc1ccc2c(c1)OCO2)C1COc2ccccc2O1 (centres undefined),34,12,3,12
O=C(NCc1ccco1)C(c1ccccc1)N(Cc1ccccc1)C(=O)Cn1nnc2ccccc21 (centres undefined),2,2,5,2
CCOc1cc(C2NC(=O)NC(C)=C2C(C)=O)cc(Cl)c1OCC(=O)O (centres undefined),8,19,-8,19
CC12CCC(c3c(CO)nn(-c4ccccc4)c31)C2(C)C (centres undefined),·,·,2,5
O=C(Nc1ccc2nc(-c3cccs3)c(-c3cccs3)nc2c1)N1CCOCC1,3,-17,6,-17
N#CCc1nc2n(n1)Cc1ccccc1-2,·,·,0,19
CCCc1nc2ccccc2c(C(=O)OCC(=O)c2ccc3c(c2)NC(=O)CO3)c1CC,·,·,0,-1
CCn1cc(C2=NOC(C(=O)Nc3ccccc3C(=O)OC)C2)c(C)n1 (centres undefined),29,-36,5,-36
COCC(C)NCc1cccc(C)c1 (centres undefined),-24,-14,-12,-14
O=C(CN1CCSCC1)N/N=C/c1ccccc1F,15,19,27,19
O=C(CSc1nnc(-c2ccccc2F)o1)OCc1ccccc1,19,·,·,·
O=C(Nc1cccc2cccc(NC(=O)c3ccco3)c12)c1ccco1,8,12,4,12
COC(=O)c1ccc(NC(=O)CSc2nc(C)cc(=O)[nH]2)cc1,22,9,11,9
O=C(CSc1n[nH]c(-c2cccs2)n1)NCc1ccc2c(c1)OCO2,·,·,25,12
[N-]=[N+]=CC(=O)CCCN1C(=O)c2ccccc2C1=O,29,·,-8,0
COc1ccc(NC(=O)CSc2nnc(Cc3cccs3)n2-c2ccc(C)cc2)cc1,29,-3,25,-3
N/C(Cc1ccc(Cl)cc1)=N\OC(=O)c1ccccc1,0,60,71*,60*
CC(=O)Oc1ccc2oc(C)c(C(=O)N3CCOCC3)c2c1,1,10,14,10
CCCn1c(SCC(=O)Nc2cccc(C)n2)nnc1-c1ccco1,-15,-10,-8,-10

# More compounds:
SMILES,eIF2B yeast act,eIF2B yeast act mutant toxicity,Yeast tox,Yeast tox inhibition %
Cc1ccc(NC(=O)CSc2nc3c(c(=O)[nH]2)CCC3)cc1C,-49,2,2,2
O=C(c1cc(-c2ccc(Cl)cc2Cl)on1)N1CCN(C(=O)c2ccco2)CC1,-28,-18,-4,-18
O=C(O)C1CCN(C(=O)c2ccccc2Cl)CC1,·,·,-3,15
O=C(NCc1ccccc1)c1c[nH]c2cc3c(cc2c1=O)OCCO3,27,-27,-41,-27
Cc1ccc(-c2nn3c(-c4ccco4)nnc3c3ccccc23)cc1S(=O)(=O)NCC1CCCO1 (centres undefined),·,·,-20,0
CC(=O)c1ccc(S(=O)(=O)N2CCCC2)cc1,·,·,2,13
CCC(C)Cn1c(C(C)O)nc2ccccc21 (centres undefined),14,25,1,25
O=C(c1ccccc1)N1CCN(C2CCCCCC2)CC1,24,19,17,19
COc1cc(OC)cc(C(=O)Nc2cc(NC(=O)c3ccco3)ccc2OC)c1,-5,4,2,4
O=C(Nc1c2c(nn1-c1ccc(F)cc1)CS(=O)(=O)C2)C12CC3CC(CC(C3)C1)C2,16,-8,0,-8
Nc1nc(SCc2nnc(SCC(=O)O)n2-c2ccccc2)nc2sc3c(c12)CCCC3,20,6,11,6
O=C(c1ccccc1)c1ccc(OCC(O)CN2CCN(S(=O)(=O)N3CCCCC3)CC2)cc1 (centres undefined),·,·,13,9
CC1CCCCN1C(=O)CSc1nnc(CSc2ncccn2)n1C (centres undefined),2,-14,27,-14
CCOc1ccccc1NS(=O)(=O)N(C)C,12,17,14,17
Cc1cccc(N2CCc3c2nc2ccc(Br)cc2c3N)c1,42,·,·,·
C=CCn1c(SCC(=O)Nc2sccc2C#N)nc2sc(C)c(C)c2c1=O,14,-14,-5,-14
COc1ccc(-c2c(C#N)c(C)nc3c2C(=O)c2ccccc2-3)cc1,-15,7,7,7
CCCn1c(C)cc(=O)c2cc(NC(=O)c3ccccn3)ccc21,17,5,5,5
CCCn1c(N)[n+](CC(=O)c2ccco2)c2ccccc21,11,-5,2,-5
Cc1cc(N)n(-c2ncnc3scc(-c4ccc(Cl)cc4)c23)n1,22,4,-14,4
CCc1nc(SCc2cccnc2)[nH]c(=O)c1C,-6,8,-11,8
CCc1cc(-c2[nH]ncc2-c2ccc3c(c2)OCO3)c(O)cc1O,20,10,19,10
O=C(CSc1nnc(Cc2cccs2)n1Cc1ccco1)Nc1cc(Cl)cc(Cl)c1,21,-5,13,-5
CCCCC(=O)Nc1cc(NC(=O)CCCC)cc(C(=O)O)c1,24,2,7,2
CCn1c(SCC(=O)N2CCC(C(N)=O)(N3CCCCC3)CC2)nc2ccccc2c1=O,3,13,10,13
CN1C(=O)CSc2ccc(NC(=O)N3CCN(c4ccccn4)CC3)cc21,21,9,13,9
COCc1nnc(NS(=O)(=O)c2ccc(C)cc2)s1,-10,-4,-9,-4
CC1=C(C(=O)OC(C)C)C(c2ccncc2)n2ncnc2N1 (centres undefined),5,-28,15,-28
CCOc1ccc2nc3ccc4[nH]onc4c3c2c1,11,·,·,·
COC(=O)CCC(=O)Nc1cccc2ccccc12,6,5,8,5
COc1ccc(NC(=O)CC2SC(=NCc3ccccc3OC)NC2=O)cc1 (centres undefined),23,3,8,3
Cc1cc2n(c(=O)c1C#N)CCCN2c1cccc(Cl)c1,45,-4,-3,-4
CCCCCCCCS(=O)c1sc2nc(C)cc(C)c2c1N (centres undefined),·,·,7,9
CCOC(=O)N1CCN(C(=O)Cn2c(C)cc3ccccc3c2=O)CC1,20,-5,1,-5
CCCSc1nnc(CN2CCOCC2)n1C,4,-14,-6,-14
CCn1c(Cc2ccccc2)nnc1SCC(=O)N1CCCCC1,28,3,-11,3
COc1cc(/C=C2\S/C(=N/S(=O)(=O)c3ccccc3)NC2=O)c([N+](=O)[O-])cc1OC,42,-11,-7,-11
COc1cccc(OCCSc2nc(N)cc(N)n2)c1,9,23,19,23
O=C(NC1CCCCC1)n1c(=O)oc2cc(S(=O)(=O)N3CCCCC3)ccc21,16,-14,19,-14
C/C(=N\NS(=O)(=O)c1ccc(Cl)c([N+](=O)[O-])c1)c1ccc(C)o1,11,13,24,13

# Part of the list above, as labelled records.
CCCCCCCCS(=O)c1sc2nc(C)cc(C)c2c1N (centres undefined)
  eIF2B yeast act = ·
  eIF2B yeast act mutant toxicity = ·
  Yeast tox = 7
  Yeast tox inhibition % = 9

COc1ccc(NC(=O)CC2SC(=NCc3ccccc3OC)NC2=O)cc1 (centres undefined)
  eIF2B yeast act = 23
  eIF2B yeast act mutant toxicity = 3
  Yeast tox = 8
  Yeast tox inhibition % = 3

O=C(NC1CCCCC1)n1c(=O)oc2cc(S(=O)(=O)N3CCCCC3)ccc21
  eIF2B yeast act = 16
  eIF2B yeast act mutant toxicity = -14
  Yeast tox = 19
  Yeast tox inhibition % = -14

CCCSc1nnc(CN2CCOCC2)n1C
  eIF2B yeast act = 4
  eIF2B yeast act mutant toxicity = -14
  Yeast tox = -6
  Yeast tox inhibition % = -14

# Additional structures:
SMILES,eIF2B yeast act,eIF2B yeast act mutant toxicity,Yeast tox,Yeast tox inhibition %
Clc1ccc(-n2c(SC/C=C/c3ccccc3)nnc2-c2cccnc2)cc1,16,3,-8,3
CCOC(=O)c1ccc(NCc2ccc(N(C)C)cc2)cc1,28,-18,-31,-18
COc1ccc(S(=O)(=O)N(CC(N)=O)C2CCCCC2)cc1Cl,-11,8,3,8
Cc1ccnc(N2CCCC(C(=O)Nc3nnc(C)s3)C2)n1 (centres undefined),42,·,3,0
CCCCc1c(C)c2ccc(OC)c(/C(C)=N\O)c2oc1=O,20,-19,14,-19
CCOC(=O)C1CCN(C(=O)CCS(=O)(=O)c2ccc3c(c2)CCN3C(C)=O)CC1,·,·,8,15
CCn1cc(CNC(=O)CCc2ccc(OC)cc2)cn1,28,11,14,11
CC1(C)CC(N(Cc2ccco2)C(=O)Cc2ccccc2)CCO1 (centres undefined),-21,5,-3,5
COc1ccc(OC)c(NC(=O)CCC(=O)Nc2nnc(C(F)(F)F)s2)c1,-15,-8,-7,-8
CCc1ccccc1NC(=O)c1nnn(CC(=O)Nc2ccccc2C)c1N,5,-7,-13,-7
Cc1cc2ccccc2n1CCNC(=O)c1ccccc1,·,·,19,-10
COc1ccccc1CC(=O)NC1CC(C)(C)NC(C)(C)C1,·,·,-23,-9
CCN1CCN(CCCNC(=O)c2cn(CCOC)c(=O)c3c2c2ccccc2n3C)CC1,-21,-4,24,-4
COc1ccccc1OCCCn1c(C)c(C#N)c2ccccc21,18,·,4,0
COc1ccc([N+](=O)[O-])cc1C1NN=C(c2cccc3ccccc23)S1 (centres undefined),16,19,-9,19
Cc1ccc(C2=NN(C)c3nc4ccccc4n3C2)cc1,·,·,-13,2
COc1ccc(C(=O)/C=C/Nc2cccc(C)n2)cc1OC,-25,·,·,·
CCCC(=O)C1=C(O)C(C(=O)OC)C(C)(C)CC1=NC(C)(C)C (centres undefined),5,16,22,16
